# Vif-APOBEC3G blk: Vif-A3G binding inhibition; Q9HC16; HeLa A3G-eYFP + Vif (tagged APOBEC3G with the HIV-1 protein that degrades it), YFP fluorescence, overnight; Potency, µM (doses to about 46.1 µM), for inactives: top-dose activity, negative = active, usual class: inhibitors; actives 0.076% (n = 410,000); AID 602310;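 further: potency means the concentration at half of the fitted maximal effect; on the % scale 0 is the no-effect control and ±100 the full control effect; nearly all actives have a fitted effect of over 60% in size; hits raise eYFP signal because A3G escapes Vif-driven loss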
#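 HeLa cells stably expressing Vif and C-terminally eYFP-tagged A3G, seeded overnight at 37 deg C, then exposed to compound by pintool overnight at 37 deg C. Rise in yellow fluorescence (Ex 488/Em 500-530, Acumen) marks blocked Vif-driven A3G degradation.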
# USP1-UAF1 inh: inhibitors of human USP1/UAF1 deubiquitinase. actives 0.23% (n = 390,000). recombinant USP1/UAF1, Ub-Rhodamine cleavage fluorescence. Potency, µM (titrated, usually from 57.1 µM), inactives show top-dose activity change, negative = inhibition, most hits filed as inhibitors. O94782; further: potency means the concentration at half of the fitted maximal effect; on the % scale 0 is the no-effect control and ±100 the full control effect; nearly all actives have a fitted effect of over 60% in size; inactives centre near -12
#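 In this screen, compounds sit with the deubiquitinase complex (1nM) for 15 min at room temperature before Ub-Rho is added at 150nM final. Fluorescence rise is then followed for 6 reads every 60 seconds.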
# GRP78 ERSR act: induces the endoplasmic reticulum stress response in human glioma cells. U87-MG GRP78 promoter luciferase reporter, 16 h. Potency, µM, for inactives: top-dose activation, actives largely listed as activators. actives 0.02% (n = 420,000); further: potency means the concentration at half of the fitted maximal effect; series mostly up to about 76 µM; % of control where 0% means no effect; nearly all actives have a fitted effect of over 35% in size
#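 ERSR induction read as luciferase luminescence (Bright-Glo, 10 min at room temperature) in stably transfected human U87-MG glioma cells exposed to compounds for 16 h, using GRP78 as sensor.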
# Vif-APOBEC3F blk: inhibitors of Vif-A3F interaction; Potency, µM (titrated, usually from 46.1 µM), inactives show at the highest dose activity, negative = active; actives 0.2% (n = 390,000); HeLa A3F-eYFP + Vif (tagged APOBEC3F with the HIV-1 protein that degrades it), YFP fluorescence increase; further: potency means the concentration at half of the fitted maximal effect; % of control where 0% means no effect; nearly all actives have a fitted effect of over 65% in size
#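 Fluorescence increase (Ex 488/Em 500-530) after overnight compound treatment at 37 deg C flags inhibition of Vif-driven A3F-eYFP loss in stable HeLa A3F-eYFP/Vif cells seeded overnight beforehand.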
# RGS4 inh: inhibitors of human regulator of G protein signaling 4; P49798; Potency, µM (titrated, usually from 114 µM), for inactives: at the highest dose activity change, negative = inhibition, hits mostly inhibitors; Transcreener GDP fluorescence polarization, RGS4-accelerated GTP hydrolysis; AID 504845; actives 0.039% (n = 390,000); further: potency means the concentration at half of the fitted maximal effect; on the % scale 0 is the no-effect control and ±100 the full control effect; nearly all actives have a fitted effect of over 75% in size; some results filed as inactive show a strong effect at the top dose
#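 MLSMR compounds (23 nl, pin-transferred) preincubated 10 min at room temperature with a 500nM (2x) first reagent, then RGS4 at 900nM (2x) plus Transcreener GDP mix added; fluorescence polarization (620/688 nm) read before and after 90 min at 30 °C.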
# LDHA block: inhibitors of human lactate dehydrogenase A; P00338; purified LDHA, NADH/diaphorase-resazurin fluorescence; stronger effect = lower value; activity change, % (values are at about 110 or 230 µM); actives 0.15% (n = 480,000); AID 1347041; in the data active means activity change below about -30%; inconclusive means mostly about -25% to -30%;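 further: plate controls were DMSO wells for no effect and wells without enzyme for full effect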
#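 Human LDH5 (2 nM) was incubated with 0.06 mM NADH and 0.2 mM pyruvate for 5 min at room temperature in Tris pH 7.4. Remaining NADH was coupled through diaphorase/resazurin, and resorufin fluorescence was read at 0 and 20 min.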
# TrxR1 inh: inhibitors of rat thioredoxin reductase 1. O89049. recombinant rTrxR1, NADPH fluorescence consumption, selenite substrate. Potency, µM (titrated, usually from 114 µM), for inactives: at the highest dose activity change, negative = inhibition, most hits filed as inhibitors. actives 1% (n = 390,000). AID 588453; further: potency means the concentration at half of the fitted maximal effect; on the % scale 0 is the no-effect control and ±100 the full control effect; nearly all actives have a fitted effect of over 65% in size
# Target sequence (O89049 whole entry, looked up): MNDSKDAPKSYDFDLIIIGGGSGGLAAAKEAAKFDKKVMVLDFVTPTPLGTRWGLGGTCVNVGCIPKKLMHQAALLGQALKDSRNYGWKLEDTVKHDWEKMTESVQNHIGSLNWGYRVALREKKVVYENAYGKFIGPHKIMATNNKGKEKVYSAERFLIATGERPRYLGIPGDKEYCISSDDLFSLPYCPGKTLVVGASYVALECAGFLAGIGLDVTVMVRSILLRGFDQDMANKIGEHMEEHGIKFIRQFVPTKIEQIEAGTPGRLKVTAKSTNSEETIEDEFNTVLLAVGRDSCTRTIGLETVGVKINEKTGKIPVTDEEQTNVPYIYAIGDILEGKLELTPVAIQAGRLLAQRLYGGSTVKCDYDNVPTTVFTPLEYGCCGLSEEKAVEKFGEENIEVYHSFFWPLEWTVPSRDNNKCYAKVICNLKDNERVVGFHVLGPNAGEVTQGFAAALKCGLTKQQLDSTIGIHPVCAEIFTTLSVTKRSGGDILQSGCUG
#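 Rat TrxR1 (90 nM in the dispensed reagent) was pre-reduced with 400 uM NADPH for 5 min at room temperature, then incubated with compound for 15 min. After 400 uM selenite was added, NADPH fluorescence (Ex 340/Em 450 nm) was followed for 8 min.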
# TrxR1 substrate: is turned over as a substrate by rat TrxR1 | O89049 | purified TrxR1 substrate turnover, NADPH consumption readout | Potency, µM (series often up to 114 µM), for inactives: top-dose activity change, negative = substrate turnover | actives 0.01% (n = 390,000) | AID 588456; further: potency means the concentration at half of the fitted maximal effect; on the % scale 0 is the no-effect control and ±100 the full control effect; nearly all actives have a fitted effect of over 50% in size
#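 Rat TrxR1, dispensed at 90 nM, was prereduced with 400 uM NADPH (final) for 5 min at ~22 deg C, then incubated with compound 15 min before 400 uM selenite. A first-read NADPH fluorescence drop versus no-compound background flagged substrates.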
# mIDH1 inhibitor: blocks human mutant IDH1 R132H enzyme. O75874. AID 602179. Potency, µM (top dose mostly 76.6 µM), for the others: top-dose activity change, negative = inhibition, actives largely listed as inhibitors. actives 0.093% (n = 390,000). IDH1-R132H enzyme, NADPH consumption, diaphorase/resazurin fluorescence; further: potency means the concentration at half of the fitted maximal effect; on the % scale 0 is the no-effect control and ±100 the full control effect; nearly all actives have a fitted effect of over 65% in size
# Target sequence (O75874 whole entry R132H, stated change not applied): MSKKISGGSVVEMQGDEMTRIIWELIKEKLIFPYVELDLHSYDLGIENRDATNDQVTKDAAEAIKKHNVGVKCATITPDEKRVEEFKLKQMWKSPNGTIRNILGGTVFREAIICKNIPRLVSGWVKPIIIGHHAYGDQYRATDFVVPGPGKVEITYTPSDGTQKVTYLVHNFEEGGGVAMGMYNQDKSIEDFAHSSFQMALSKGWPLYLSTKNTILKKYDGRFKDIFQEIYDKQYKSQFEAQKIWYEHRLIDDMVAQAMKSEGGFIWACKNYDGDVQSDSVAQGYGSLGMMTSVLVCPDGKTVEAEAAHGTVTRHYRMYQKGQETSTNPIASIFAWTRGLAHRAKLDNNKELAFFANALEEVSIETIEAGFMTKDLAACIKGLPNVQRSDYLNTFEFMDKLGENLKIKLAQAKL
#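 IDH1-R132H (0.5 ug/mL dispensed) in pH 7.5 Tris buffer was preincubated 30 min with compound, then given a substrate mix of 0.016 mM NADPH and 2 mM alpha-KG for 80 min at room temperature; remaining NADPH was read by diaphorase/resazurin fluorescence.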
# Numbers without * were called inactive; u = inconclusive; x = not tested or not shown; & = joins results of further samples; [ ] = remark or other dose. Unless noted, the call rests on the fitted dose curve; in most records, active means well fitted curve in the direction sought with a large enough effect; inconclusive means small, poorly fitted or top-dose-only effect, or another doubt; inactive means no such curve, though single readings can be large; an effect the other way counts as inactive or inconclusive. This is a subset; the hit share may differ from the screen's.
SMILES,Vif-APOBEC3G blk,USP1-UAF1 inh,GRP78 ERSR act,Vif-APOBEC3F blk,RGS4 inh,LDHA block,TrxR1 inh,TrxR1 substrate,mIDH1 inhibitor
Cc1ccc(-n2nnc3c(sc4nc(C)c(C)cc43)c2=O)cc1Cl,7.6%,-9.4%,1.7%,5.1%,1.3%,1.0,14.9%,-5.2%,-12.4%
O=C(Nc1ccc(F)cc1)c1nn(-c2ccccc2)c(=O)cc1Cl,-22.7%,-13.7%,-16.6%,-4.3%,-14.7%,-3.9,u,14.5%[57.1 µM],4.4%
Cc1cc(C(=O)Cn2cnc3cc(F)ccc3c2=O)c(C)n1C1CC1,0.2%,-11.4%,3.2%,1.3%,-4.8%,-3.0,24.3%,4.8%,-1.4%
COc1ccccc1N(C)S(=O)(=O)c1ccc(C(=O)N2CCCc3ccccc32)cc1,1.9%,-22.9%,-6.4%,5.5%,0.4%,-6.9,30.2%,4.0%,1.3%
Cc1ccc(OCCC(=O)OCC(=O)NC(=O)NC2CCCC2)cc1,1.3%,-16.8%,-3.1%,0.4%,-23.7%,-2.0,-12.7%,-10.3%,2.5%
COCC#Cc1cnc2c(c1)C(=O)N([C@H](C)CO)C[C@H](C)[C@@H](CN(C)S(=O)(=O)c1ccccc1)O2,5.4%,-6.4%,-4.0%,-4.2%,x,1.0,x,x,-5.7%
CC(C)CCn1c(SCC(=O)NC2CC2)nc2cc(Cl)ccc2c1=O,1.8%,-1.5%,-2.2%,2.0%,17.4%,-3.1,13.9%,-1.3%,-0.5%
Cc1cc(C)n2nc(-c3cnn(C)c3C(F)(F)F)c(Cl)c2n1,0.4%,-15.8%,-2.4%,3.4%,-5.7%,-4.4,-10.2%,-4.5%,0.6%
CN(CCN(C)c1nc(-c2cccs2)nc2ccccc12)C(=O)OC(C)(C)C,x,x,x,x,17.1%,6.3,-11.6%,-8.3%,x
c1coc(-c2nc(-c3ccco3)c(-c3ccco3)nc2-c2ccco2)c1,-9.9%&-6.5%,u,-6.8%&-4.1%,u,-120.0%&-96.0%,13.4&8.8,2.82µM*,8.7%[57.1 µM],-0.1%
COc1ccc(OCCCn2cccc2/C=C2/C(=N)N3OC(C)=CC3=NC2=O)cc1,4.0%,-16.6%,1.9%,-10.7%,12.4%[11.4 µM],-1.0,20.2%,-2.9%,4.5%
O=C1CSC(c2cccnc2)N1c1cccc(Cl)c1 (stereo not drawn),2.0%,-20.9%,-4.5%,-11.2%,-22.2%,-10.1,16.8%[57.1 µM],9.2%,-6.3%
C=CCNC(=O)CSc1ncc2c(n1)-c1c(csc1SC)CC2,-0.1%,-6.5%,-0.8%,-7.0%,-1.4%,-2.2,-13.8%[57.1 µM],33.8%[activator][57.1 µM],5.1%
COc1ccccc1NC(=O)C(C)OC(=O)CC1CCCC1 (stereo not drawn),-4.8%,-21.0%,-2.2%,-3.3%,-10.6%,0.5,11.0%,-4.2%,5.1%
Cc1oc2ncn(CC(C)C)c(=O)c2c1C(=O)NCCCN1CCCCC1C (stereo not drawn),-8.8%,-25.8%,-0.5%,2.9%,13.4%,-4.8,5.6%,-3.5%,-5.3%
COc1ccccc1N1CCN(C(=O)CSc2nc(N)cc(=O)[nH]2)CC1,-0.5%,6.4%,-7.7%,1.2%,-7.4%,-1.8,29.9%,0.1%,11.8%
CCOc1ccc(-c2nonc2NC(=O)c2oc3ccc(F)cc3c2C)cc1,-41.0%,u,-8.7%,3.5%,12.9%,-5.1&-11.3,-9.1%,4.6%,9.9%
CCOc1cc(CNCc2cccs2)cc(Br)c1OC,-1.7%,-13.6%,4.8%,-19.3%,-7.1%,-6.1,-4.7%,-1.0%,1.7%
COc1cc(OC)c(NC(=O)CCNS(=O)(=O)c2ccc3c(c2)CC(C)N3C(C)=O)cc1Cl (stereo not drawn),0.5%,-24.9%,-4.5%,0.7%,-29.9%[56.9 µM],1.5,-25.1%,-11.3%,13.5%
CN1C(=O)Cc2cc(S(=O)(=O)CCC(=O)Nc3cccc(C(F)(F)F)c3)ccc21,-2.1%,-25.3%,-3.4%,4.1%,2.0%,4.7,11.6%[57.1 µM],0.8%[57.1 µM],27.1%
Cc1ccnc(SC2CC(=O)N(c3ccc(F)cc3)C2=O)n1 (stereo not drawn),0.1%,-25.8%,-3.4%,2.1%,-46.0%,2.3,12.5%[57.1 µM],-4.2%[57.1 µM],8.5%
CCOC(=O)c1ccc(S(=O)(=O)NNS(=O)(=O)c2ccc(C)cc2)cc1,0.5%,-6.3%,-3.8%,-12.1%,17.1%,-3.4,22.6%,1.5%,18.3%
O=C(Cn1c(=O)n(Cc2ccc(C(=O)NCc3ccc4c(c3)OCO4)cc2)c(=O)c2ccccc21)Nc1ccccc1F,-1.5%,-21.8%,-1.3%,0.1%,-37.3%,-3.2,13.4%,3.2%,2.3%
Cc1ccc(CSC2=Nc3ccccc3C3=NC(CCC(=O)NCc4cccs4)C(=O)N23)cc1 (stereo not drawn),5.4%,-15.6%,-1.3%,-8.8%,u,-0.2,-2.7%[57.1 µM],3.9%[57.1 µM],15.1%
O=C(COc1ccccc1)N1CCN=C1c1ccccc1,0.8%,-7.6%,-2.2%,3.5%,19.4%,1.3,-5.0%[57.1 µM],-0.2%[57.1 µM],-0.8%

# (next part)
SMILES,Vif-APOBEC3G blk,USP1-UAF1 inh,GRP78 ERSR act,Vif-APOBEC3F blk,RGS4 inh,LDHA block,TrxR1 inh,TrxR1 substrate,mIDH1 inhibitor
O=C(Nc1nnc(COc2ccc(Cl)cc2)s1)c1cccs1,-0.1%,-19.6%,-3.7%,2.6%,-59.2%[11.4 µM],-1.0&-12.6,u,-16.9%,0.7%
COC(=O)c1ccc(CNC(=O)C2CCC(=O)N(C3CCCCCC3)C2)cc1 (stereo not drawn),0.9%,-14.4%,0.5%,0.1%,1.4%,-6.1,-6.2%,-3.0%,5.6%
CCc1nnc(NC(=O)c2cc(-c3ccncc3)nc3ccccc23)s1,-8.0%,-10.1%,0.5%,-4.4%,-0.7%[56.9 µM],1.4&-4.4,-6.3%,-8.2%,11.9%
O=C(NCCC1=CCCCC1)C(=O)NCc1ccccc1,2.0%,-12.1%,4.1%,-2.0%,0.1%,-2.9,11.9%[57.1 µM],7.7%[57.1 µM],4.0%
CCCCNC(=O)CCCCCn1c(=O)[nH]c2cc(OC)c(OC)cc2c1=O,0.2%,-0.6%,-1.5%,0.1%,-5.1%,1.5,10.7%[57.1 µM],13.1%[57.1 µM],12.7%
O=C1CC(C(=O)N2CCc3ccccc32)CN1c1ccc(F)cc1 (stereo not drawn),0.8%,-7.8%,-0.5%,18.0%,10.9%,-1.9,24.9%,-0.2%,0.0%
Cc1ccnc(-n2c(CCN3C(=O)c4ccccc4C3=O)nc3ccccc3c2=O)c1,0.5%,-13.0%,2.4%,-6.7%,7.2%,-4.3,-2.2%,-6.1%,0.0%
CCOC(=O)Cc1[nH]nc2c1C(c1ccsc1)C(C#N)=C(N)O2 (stereo not drawn),9.7%,-11.1%,-1.5%,-2.6%,-2.4%,-14.1,-15.6%,-6.8%,-15.5%
O=C(O)CC1c2ccccc2S(=O)(=O)N1Cc1ccccc1 (stereo not drawn),0.1%,-11.0%,-2.1%,-0.1%,1.1%,-13.2,-14.5%[57.1 µM],9.2%[57.1 µM],-7.0%
Clc1ccccc1Cn1c(-c2cccs2)nc2ccccc21,-14.1%,-11.7%,0.7%,-28.8%,6.7%,-1.9,-2.6%,7.5%,-0.5%
CN(C)Cc1nc2c([nH]1)c(=O)n(C)c(=O)n2C,-4.9%,-18.2%,-3.7%,-1.6%,-18.2%,1.0,0.4%,-0.6%,-3.7%
NC(=O)C1CCN(c2nc(-c3ccccc3-c3ccccc3)cs2)CC1,-8.0%,x,-2.0%,-5.0%,-31.5%,-11.3,-4.9%,-5.3%,x
CSc1ccc(S(=O)(=O)N2CCC(C(=O)NCc3ccccn3)CC2)cc1,-4.8%,-14.9%,-5.9%,5.9%,-5.1%,-11.1,23.4%,2.1%,-0.1%
O=C(C(=O)N1CCCCC1)c1cn(CC(=O)N2CCCCCC2)c2ccccc12,-3.9%,-23.5%,-2.0%,0.8%,-8.2%,-0.9,0.9%,-4.6%,0.7%
Cc1ccc(S(=O)(=O)c2c(C)cc(-c3ccccc3)[nH]c2=O)cc1,1.4%,-24.7%,-5.8%,1.0%,0.6%,-3.4,36.1%[activator],73.8%[activator],4.7%
Cc1cc(C)cc(Nc2nc3ccccc3nc2-n2nc(C)cc2C)c1,1.3%,4.2%,-4.1%,2.0%,-19.4%,8.4&-3.8,-0.9%,0.7%,-13.8%
COc1ccccc1C(=O)COC(=O)c1ccccc1O,-2.4%,-12.4%,2.6%,-13.5%,-3.4%,-4.8,4.1%[57.1 µM],-2.1%[57.1 µM],-1.4%
COc1ccc(N(CC(=O)N/N=C/c2ccc3c(c2)OCO3)S(=O)(=O)c2ccc(NC(C)=O)cc2)cc1,-7.1%,-22.5%,4.5%,2.2%,-21.6%[11.4 µM],-1.0,31.8%,0.7%,-10.3%

# Source: PubChem BioAssay (National Center for Advancing Translational Sciences (NCATS))
